Screens from PubChem.
AddAB inh: growth inhibition of E. coli expressing H. pylori AddAB, primary screen, AddAB inhibitor project, absorbance | inhibition, % at 11.9 µM | hit rate 0.29% among 330,000 | AID 435030, 2010; in the data active means inhibition above about 12%;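 further: 0% = vehicle wells of infected cells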
Tat transport: E. coli Tat export inhibitors, primary screen, MC4100, TorA-mCherry reporter, fluorescence, single point; hit rate 0.036% among 340,000; inhibition, % at 10 µM;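 active means mean replicate inhibition at least 50% and at least half of replicates individually reaching 50%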;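 further: exported cargo escapes ClpAP degradation while cytoplasmic cargo is degraded and loses fluorescence; 0% = median of neutral control wells and 100% = median of NaSCN control wells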
Rtt109 Vps75: inhibitors of C. albicans Rtt109/Vps75 HAT, primary screen, biochemical, ThioGlo CoA-SH fluorescence, plate reader | Histone acetyltransferase RTT109 (Candida albicans (strain SC5314 / ATCC MYA-2876)), … | purified Rtt109/Vps75, 4 h | inhibition, % at 34.9 µM | hit rate 0.16% among 330,000 | AID 540336, 2011;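 active means inhibition of at least 50% in every replicate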
Target sequence (Q5AAJ8 whole entry, looked up): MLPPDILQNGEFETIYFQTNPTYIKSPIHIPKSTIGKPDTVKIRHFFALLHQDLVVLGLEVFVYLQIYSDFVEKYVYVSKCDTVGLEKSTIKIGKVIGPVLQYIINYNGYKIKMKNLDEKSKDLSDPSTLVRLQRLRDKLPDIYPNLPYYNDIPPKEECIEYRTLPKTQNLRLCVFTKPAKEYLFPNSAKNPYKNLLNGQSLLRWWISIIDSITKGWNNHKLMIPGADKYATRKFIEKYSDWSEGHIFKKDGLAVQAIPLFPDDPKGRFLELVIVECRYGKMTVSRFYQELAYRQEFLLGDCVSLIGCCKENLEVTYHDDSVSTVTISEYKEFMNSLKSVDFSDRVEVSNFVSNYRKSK
PfHsp90 yeast 2: growth inhibition of PfHsp90-expressing yeast, primary screen, antimalarial PfHsp90 inhibitor project, S. cerevisiae, BacTiter-Glo luminescence, single point, set 2; BacTiter-Glo ATP, 48 h; yeast lacking PDR1 and PDR3 efflux regulators; inhibition, % at 9.4 µM; hit rate 0.32% among 310,000;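 active means every replicate shows inhibition above about 80%, whatever the replicate mean, limit read from the data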;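 further: 0% = DMSO neutral controls and 100% = 20 µM radicicol positive controls; yeast relying on Plasmodium falciparum Hsp90 in place of its own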
CAL PDZ inh: CAL PDZ peptide-binding inhibitors, primary screen, biochemical, fluorescence polarization, Cer-tagged CAL PDZ, HTS; inhibition, % at 20 µM; AID 504414, 2011; Golgi-associated PDZ and coiled-coil motif-containing protein (Homo sapiens), Q9HD26; hit rate 0.02% among 330,000; purified CAL PDZ, TMR-peptide fluorescence polarization, 1 h;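 active means highest replicate inhibition of at least 40%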;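 further: plate controls were DMSO neutral control wells for no effect and unlabeled competitor peptide control wells for full effect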
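System: purified tagged CAL PDZ domain construct (CerCALP). Schedule: 1 h incubation at room temperature before polarization reading. Medium: 25 mM sodium phosphate pH 7.4, 150 mM NaCl, TCEP, IgG, Thesit. Read-out: percent inhibition from loss of millipolarization. Measured by: FP readout, S and P plane fluorescence. Probe or stimulus: fluorescent TMR peptide probe.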
Ecoli viability: E. coli V3065 growth inhibition, primary screen, counter-screen for AddAB inhibitor project, absorbance, OD600 | 18 h | inhibition, % at 11.9 µM | hit rate 0.27% among 330,000 | AID 449728, 2010;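 active means inhibition above the campaign's mean inhibition across all tested compounds plus 3 SD, cut at about 9.9% in these data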;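 further: uninfected addAB+ strain grown without phage in ampicillin broth; 0% = DMSO wells and 100% = ciprofloxacin 0.95 µg/ml wells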
phage Ecoli inh: growth loss of phage-infected E. coli, primary screen, RecBCD inhibitor project, absorbance, with phage, HTS. hit rate 0.26% among 360,000. inhibition, % at 11.9 µM; in the data active means inhibition above about 11%
DAGLB inh: DAGLB lipase inhibitors, primary screen, biochemical, fluorescence, HTS | AID 504411, 2011 | HEK293T DAGLB membrane lysate, EnzChek fluorogenic substrate | inhibition, % at 5.17 µM | Diacylglycerol lipase-beta (Homo sapiens), Q8NCG7 | hit rate 0.059% among 340,000; in the data active means inhibition above about 34%;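 further: 0% = enzyme with vehicle and 100% = wells lacking enzyme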
Target sequence (Q8NCG7 whole entry, looked up): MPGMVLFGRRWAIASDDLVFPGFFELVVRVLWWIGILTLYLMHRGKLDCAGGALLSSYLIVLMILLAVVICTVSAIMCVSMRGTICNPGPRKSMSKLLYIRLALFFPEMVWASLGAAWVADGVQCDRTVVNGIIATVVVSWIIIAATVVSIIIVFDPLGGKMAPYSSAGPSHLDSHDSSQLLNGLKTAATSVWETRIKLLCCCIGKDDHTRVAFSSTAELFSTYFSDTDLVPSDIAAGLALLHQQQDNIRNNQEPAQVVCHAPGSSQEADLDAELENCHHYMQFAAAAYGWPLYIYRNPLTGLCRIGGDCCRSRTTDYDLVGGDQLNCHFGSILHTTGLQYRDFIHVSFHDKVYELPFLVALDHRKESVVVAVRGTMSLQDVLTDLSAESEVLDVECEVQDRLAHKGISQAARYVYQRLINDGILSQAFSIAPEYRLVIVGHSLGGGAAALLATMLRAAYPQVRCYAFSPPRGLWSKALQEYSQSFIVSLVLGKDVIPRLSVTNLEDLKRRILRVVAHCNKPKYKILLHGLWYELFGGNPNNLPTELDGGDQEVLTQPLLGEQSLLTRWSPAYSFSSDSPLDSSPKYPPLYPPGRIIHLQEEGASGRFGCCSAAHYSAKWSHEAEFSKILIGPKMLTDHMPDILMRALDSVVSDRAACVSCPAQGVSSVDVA
PvdQ acylase: P. aeruginosa PvdQ acylase inhibitors, primary screen, biochemical, fluorescence, plate reader and imaging, single point; PvdQ acylase [Pseudomonas aeruginosa LESB58]; purified PvdQ acylase; hit rate 0.063% among 340,000; inhibition, % at 10 µM; in the data active means inhibition above about 30%, passing the limit was not always enough;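 further: 0% = vehicle neutral wells and 100% = reference inhibitor wells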
Wnt bcat act: Wnt/beta-catenin pathway activators, primary screen, cell-based, plate reader, single point; Wnt/beta-catenin reporter cell assay, activator; activation, % at 9.35 µM; hit rate 1.2% among 300,000; in the data active means activation above about 30%, passing the limit was not always enough;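 further: 0% = neutral control wells and 100% = positive control wells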
The depositor's hits bear a star; nt = no result given.

Below each compound: DAGLB inh, PfHsp90 yeast 2, Tat transport, Rtt109 Vps75, phage Ecoli inh, PvdQ acylase, Ecoli viability, CAL PDZ inh, Wnt bcat act, AddAB inh
- C=CCOc1cccc(C2C(C(=O)c3cc4ccccc4o3)=C(O)C(=O)N2c2cc(C)on2)c1 (configuration not stated)
 : 10.2, 0.0, -15.4, -8.6, 0.0, -15.1, -4.0, -3.4, -3.6, -2.5
- CCOC(=O)c1sc(=NC(=O)c2cccc(C)c2)n(C)c1C
 : -0.4, -5.6, -2.4, -16.3, 0.8, -13.2, 3.1, -6.2, 13.8, 3.4
- CN1/C(=C\C(=O)c2cncc(Br)c2)C(C)(C)c2ccccc21
 : -9.8, -0.1, 9.6, 0.8, 4.7, 0.2, 0.7, -1.1, nt, 3.1
- CCOc1ccc2ccccc2c1CNc1nnnn1CC
 : 1.3, -49.1, -4.4, -3.2, 0.5, -2.8, 0.9, -2.4, -2.8, 0.4
- CCN(CC(=O)Nc1cc(Cl)ccc1C)C(=O)CCOc1ccccc1C
 : 0.5, -14.3, -0.5, 3.5, -1.7, -0.4, -0.2, -1.5, -1.3, 1.0
- CC(C)(C)n1nnnc1C(c1ccncc1)N1CCN(c2ccc(O)cc2)CC1 (configuration not stated)
 : 0.4, 14.5, -1.1, 1.5, 2.1, -7.2, 2.4, 0.4, nt, 2.5
- CCOC(=O)c1nn(-c2ccccc2)c(=O)c2c(N)scc12
 : -3.4, 2.1, -5.3, -1.9, -1.6, -15.9, -3.2, 2.4, 15.2, 0.4
- COc1ccc2sc(N(CCN(C)C)C(=O)c3ccc4ccccc4c3)nc2c1
 : -1.4, 2.0, -2.1, 15.3, 2.4, 6.8, 2.0, -3.1, 1.3, 5.5
- CN(CC(=O)Nc1ccccc1C(F)(F)F)C(=O)COc1ccccc1Cc1ccccc1
 : -4.2, -3.9, 5.3, 0.1, -0.1, -14.8, 1.6, 0.6, -2.7, 1.5
- Cc1ccc(Cl)cc1N(CC(=O)NC1CCCCC1)S(C)(=O)=O
 : -0.1, -31.3, -2.4, -8.3, 1.4, -9.8, -0.6, -1.9, 0.5, 3.5
- Cc1ccc(NC(=O)CCC(=O)NNC(=O)COc2ccc([N+](=O)[O-])cc2)cc1C
 : -2.5, -4.3, -1.9, 17.7, 0.1, -3.5, 2.8, -2.2, -1.5, -1.1
- CCN(CC)S(=O)(=O)c1ccc(N2CCOCC2)c(NC(=O)COc2ccc(OC)cc2)c1
 : -1.3, -1.9, 8.0, 0.7, 1.3, 3.3, -0.9, -0.5, -0.9, -0.3
- CN1CCCN(C(=O)CC(c2ccccc2)c2ccccc2)CC1
 : 2.7, -8.9, 0.6, nt, 2.0, -11.1, -2.4, -3.5, -2.5, 2.5
- COc1ccc(CCC(=O)Nc2ccc(C(=O)c3ccncc3)cc2)cc1
 : 0.7, 5.5, 0.1, -3.7, 1.2, -10.9, nt, -3.0, -1.6, nt
- CCN(Cc1ccncc1)Cc1cn(C)nc1-c1ccc(Oc2ccccc2)cc1
 : -1.4, -5.0, 21.7, 15.4, 1.1, 3.1, -0.8, 0.3, -1.3, 2.2
- COc1ccc(C)cc1NC(=O)c1ccc(S(=O)(=O)N2CCCCC2)cc1
 : -5.0, 12.3, 5.8, 0.1, 3.0, -8.1, 0.9, 0.2, -1.2, 2.2
- c1ccc(CCc2nc(-c3ccccc3)no2)cc1
 : -10.4, 9.9, 4.4, -3.1, 0.6, 6.7, 1.1, nt, 0.9, 2.1
- Cc1ccc(-c2ccnc3[nH]n(-c4ccccc4)c(=O)c23)cc1
 : 0.6, 9.8, 1.3, -2.9, 1.3, -5.0, 0.7, 0.5, 0.4, 2.5
- Cn1c2c(c(=O)n(C)c1=O)[C@@]1(C(=O)Nc3ccccc31)C(C#N)=C(N)O2
 : -0.5, -22.4, -36.0, -1.3, 4.5, -11.3, 0.3, -3.0, 0.6, 4.5
- COc1ccc(C(=O)Nc2nnc(CCc3ccccc3)s2)c(OC)c1
 : -5.6, -2.8, -0.1, 3.9, -2.9, -9.1, -0.5, nt, 0.3, 2.6
- Fc1ccc(-c2nc3cnccn3c2NC2CCCC2)cc1
 : 3.6, -33.8, 0.4, -133.8, 1.4, -0.8, 0.2, 0.3, -1.9, 0.9
- COc1ccc(-c2noc(CCC(=O)NCc3cccnc3)n2)cc1
 : 1.8, nt, -9.2, 3.5, 1.2, 2.8, -1.6, -0.3, 1.8, 0.3
- COc1cc(NC2c3ccccc3C(=O)N2Cc2ccccc2Cl)cc(OC)c1 (configuration not stated)
 : -0.6, -15.3, 5.2, 0.5, 0.8, 0.5, -1.4, 0.3, -3.5, 0.1
- CCN(CC)c1ccc(CNC23CN4CN(CN(C4)C2)C3)cc1
 : -2.5, nt, 2.7, -0.6, 1.8, -0.9, -1.7, -0.8, nt, 1.5
- CCOC(=O)c1c(-c2ccc(OC)cc2)csc1NC(=O)CCN1C(=O)c2ccccc2C1=O
 : -8.6, -11.5, -7.7, -0.3, nt, -0.5, -4.1, -1.4, -2.9, -1.2
- CC(=O)c1cc(-c2ccccc2)n(CC(=O)Nc2ccc(C)c(C)c2)c1C
 : -1.2, 21.0, 1.8, 5.0, 1.3, -12.6, -2.6, -2.3, 4.7, -0.8
- CCc1ccc(N(C(=O)c2csnn2)C(C(=O)NC(C)(C)CC)c2cccnc2)cc1 (configuration not stated)
 : 1.0, 0.1, 12.7, -11.5, 2.4, -5.7, 1.9, -1.2, -1.0, -0.5
- COc1ccc(-n2ccnc(SCC(=O)NC3CCCCC3)c2=O)cc1
 : 1.5, -1.9, -3.7, 6.3, nt, -7.7, 2.6, -2.7, nt, 1.2
- COc1ccccc1CCC(=O)Nc1ncc(C)s1
 : -1.8, -6.2, -8.1, -7.1, 0.7, 0.6, -2.1, 0.2, 8.6, -0.5
- C[C@H](CO)N1C[C@H](C)[C@@H](CN(C)S(C)(=O)=O)Oc2ccc(NS(=O)(=O)c3cn(C)cn3)cc2C1=O
 : -1.1, 7.7, -0.5, 11.5, 3.2, 0.1, 0.9, -0.1, -2.0, 3.0
- CCOC(=O)C1CCCCN1Cc1ccc(F)cc1 (configuration not stated)
 : -2.1, 27.7, 3.0, -8.3, 0.3, -8.7, -0.9, -0.9, -2.2, 0.6
- O=S(=O)(Nc1cccnc1)c1ccc(C2CCCCC2)cc1
 : -2.7, 2.8, -2.6, 7.8, 3.1, 13.4, 2.1, -2.6, nt, -0.9
- O=S(=O)(Nc1ccc(O)c2ccccc12)c1ccc(OC(F)(F)F)cc1
 : nt, nt, nt, nt, 3.2, nt, 0.6, nt, 19.9, -0.5
- C/C=C(/CCC1NCCc2c1[nH]c1ccccc21)[Si](C)(C)C (configuration not stated)
 : -4.0, -24.5, 4.1, -6.1, 3.8, -3.8, nt, -0.3, -0.6, nt
- CC(C)(CO)N=Cc1c(O)[nH]c2ccccc12
 : 2.3, -11.2, -7.7, 6.0, nt, -0.8, -2.4, 0.1, nt, 4.3
- COc1ccc(C(=O)NC(=S)NNC(=O)c2ccc(C)cc2)cc1
 : 2.7, -6.3, -12.7, 4.1, 5.0, -12.4, 0.7, 0.3, 1.0, 4.7
- CN(C)CC/C=C1/c2ccc(F)cc2Sc2ccc(Cl)cc21
 : nt, nt, nt, nt, -0.5, nt, -2.0, nt, -1.9, -1.5
- O=C(Cc1ccccc1)Nc1ccccc1N1CCOCC1
 : 1.2, nt, -5.7, 19.1, 3.6, -5.1, 0.4, 0.0, -0.9, 1.6
- COC(=O)C1C(=O)C2=C(CC1C)NC(=O)CC2c1cccc(C)c1 (configuration not stated)
 : 2.6, -4.5, -1.1, 2.6, 2.7, -16.0, 3.1, -0.6, nt, 0.6
- CC(C)=CCC/C(C)=C/CNC(=O)C[C@H]1C[C@H](C(=O)N2CCOCC2)[C@@]2(CCC3CCCC3)c3[nH]c4cc(CCC(=O)N(C)C)ccc4c3CCN2C1=O
 : 4.2, -7.4, 6.2, 0.2, -0.7, -8.2, 0.0, 0.9, -4.0, -0.9
- CCCS(=O)(=O)N1CCCC(C(=O)N2CCCCC2)C1 (configuration not stated)
 : -2.0, 6.0, -11.1, -1.8, 0.6, 18.2, -1.0, 1.1, -0.1, 2.2
- COc1ccc(C(O)Cn2cc([N+](=O)[O-])nc2C)cc1 (configuration not stated)
 : 1.0, 7.2, -2.9, -3.3, 0.1, 0.2, 0.3, 1.0, -1.1, 2.8
- CCN1CNC(=S)N(c2cccc(C)c2)C1
 : -0.4, -31.8, -6.0, 0.6, -0.7, -6.1, 0.9, -0.6, 0.6, -0.2
- Nc1nonc1-n1nnc(C(=O)N/N=C/c2cc(Br)cs2)c1-c1ccccc1
 : -1.0, -12.6, 10.5, -10.2, -1.7, -20.2, 1.6, -5.4, -0.1, 0.8
- CCCCCCCCCCCCS(=O)(=O)CCC(=O)O
 : 2.6, -11.0, -6.8, -8.5, 0.3, 1.0, 0.3, -3.0, -2.3, 2.0
- CC(C(=O)Nc1cccc([N+](=O)[O-])c1)N1C(=O)NC2(CCCC2)C1=O (configuration not stated)
 : 2.4, -17.7, -5.1, -12.0, 0.6, -9.0, -1.4, -2.4, 0.4, 2.5
- OCCN(Cc1ccccc1)Cc1ccccc1O
 : -2.6, 9.5, -4.6, 5.1, 3.2, 9.8, -1.9, -0.4, -13.6, -0.3
- Cc1ccc(C2=NN(C(=O)CCl)C(c3cccs3)C2)o1 (configuration not stated)
 : -0.1, -7.5, -3.3, 0.7, 2.2, -20.4, -0.1, -1.5, -1.6, 0.0
- CCSC1=C(C#N)C(c2ccc(C)s2)CC(=O)N1 (configuration not stated)
 : -0.5, -4.1, -13.8, -4.4, -0.2, -6.3, -2.0, -1.5, -0.5, 2.1
- COc1cc(S(=O)(=O)N(Cc2cccs2)CC2CCCO2)ccc1-n1cnnn1 (configuration not stated)
 : 0.5, 4.8, 1.7, 11.2, 0.0, -2.7, 0.7, -2.1, -1.3, 0.7
- Cc1ccc(C)c(NC(=O)CCC(=O)NNC(=S)Nc2ccccc2)c1
 : -0.4, -26.8, -3.0, -7.1, 3.7, -7.8, -1.3, -0.2, -1.7, 1.7
- c1ccc2nc3c(nc2c1)CCc1nonc1-3
 : -0.3, nt, -2.6, -1.1, 2.1, -14.4, 0.8, nt, nt, 0.5
- C=C(C)C(=O)Nc1cccc(C2=NOC3(C2)C[C@@H](C(N)=O)N(C(=O)C2(C)CC2)C3)c1 (some centres not stated)
 : 0.1, 12.0, 5.0, -9.7, 0.8, -13.7, -1.9, 0.4, -3.4, 4.2
- CCOc1c(Cl)cc(CNCC(C)C)cc1OC
 : 2.2, nt, -7.2, 0.8, 2.3, -0.2, 1.1, -1.5, -2.1, -0.5
- O=C1CCCN1S(=O)(=O)c1ccc(F)cc1
 : 1.1, 19.1, -0.5, 5.1, 1.3, -8.3, 3.8, -0.3, -0.5, 6.0
- CSc1nsc(SCC(=O)Nc2ccccc2C(=O)O)n1
 : 3.8, 8.6, -4.9, -1.5, -0.2, -6.8, -1.2, 0.1, -2.9, 1.2
- CC(C)(C)c1cc(NC(=O)c2cccs2)no1
 : -0.3, 10.3, -9.5, -1.1, 1.0, -7.9, 2.4, -2.3, 31.5*, -0.1
